Compound activity (PubChem)
KB-V1 MDR tox: kills drug-selected multidrug resistant KB-V1 cells | KB-V1 MDR cells viability, CellTiter-Glo, 72 h | Potency, µM (highest dose often 46.1 µM), for the others: top-dose activity change, negative = cytotoxicity, usual class: cytotoxic | 400,000 compounds, 3.4% hits; also: potency is read from the fitted curve at half-maximal effect; % is scaled to controls: 0 for no effect and ±100 for the full control effect; nearly all actives have a fitted effect of over 60% in size
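Drug-selected KB-V1 cells, grown in DMEM lacking phenol red with 10% FBS, receive compound titrations; after three days at 37 degrees C, surviving cell ATP is quantified by CellTiter-Glo luminescence and responses normalized and curve-fitted.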
HT1080-NT tox: kills 2HG-producing HT-1080-NT fibrosarcoma cells; HT-1080-NT fibrosarcoma viability, CellTiter-Glo ATP luminescence, 48 h; Potency, µM (top dose mostly 46.1 µM), for inactives: at the top dose activity, negative = less viability, most hits filed as cytotoxic; 360,000 compounds, 1.6% hits;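 also: NT is the 2HG producing partner of a matched IDH1 knockdown line; potency is read from the fitted curve at half-maximal effect; 0% = DMSO-treated cells and -100% = media-only wells without cells; nearly all actives have a fitted effect of over 55% in size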
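Viability by CellTiter-Glo luminescence after 48 h compound exposure at 37C of HT-1080-NT cells (750/well, RPMI, 5% FBS). % activity scaled between DMSO wells and medium-only wells, then curve-fitted and categorized by curve class.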
ATXN viability: viability counter-screen for ATXN expression inhibitors | S2 cells (HEK-293 line with an ATXN2-luciferase reporter) viability, CellTiter-Fluor protease fluorescence, 24 h | 400,000 compounds, 0.49% hits | Potency, µM (doses to about 56.7 µM), hits mostly cytotoxic; also: potency is read from the fitted curve at half-maximal effect; nearly all actives have a fitted effect of over 40% in size
KB-3-1 tox: KB-3-1 parental cell cytotoxicity; KB-3-1 viability, CellTiter-Glo ATP luminescence, 72 h; Potency, µM (highest dose often 46.1 µM), for the others: at the highest dose activity change, negative = cytotoxic, usual class: cytotoxic; 400,000 compounds, 1.4% hits; also: potency is read from the fitted curve at half-maximal effect; % is scaled to controls: 0 for no effect and ±100 for the full control effect; nearly all actives have a fitted effect of over 60% in size
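Screening of KB-3-1 cells (DMEM, 10% FBS, phenol-red free) ran from lowest to highest compound concentration; after 72 h at 37 °C viability was read luminescently and curves fitted.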
HT1080 IDH1KD tx: HT-1080 IDH1 knockdown cell toxicity (counter line) | AID 686971 | Potency, µM (series often up to 46.1 µM), without a hit: at the top dose activity, negative = toxicity, actives largely listed as cytotoxic | 360,000 compounds, 2% hits | HT-1080 IDH1 knockdown viability, ATP luminescence, 48 h;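 also: potency is read from the fitted curve at half-maximal effect; 0% = DMSO wells and -100% = cell-free medium wells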
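% activity derives from luminescence (CellTiter-Glo), normalised to DMSO and no-cell wells. HT-1080-IDH1KD cells, 750/well, had 48 h compound exposure at 37 °C.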
IL-1B inflam inh: inhibitors of inflammasome signaling (IL-1 beta secretion) | THP-1 LPS/ATP IL-1B secretion, AlphaLISA, 16 h; stronger effect = lower value | activity change, % at 57.5 µM | AID 743279 | 360,000 compounds, 4.7% hits; in the data active = activity change below about -50%; inconclusive = mostly about -30% to -49%; also: % is scaled to controls: 0 for no effect and ±100 for the full control effect
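Secreted IL-1B measured by AlphaLISA bead assay after 16 h compound exposure of THP-1 cells; compounds (final up to 57.5 uM) added 1 h before LPS (250 ng/mL) and ATP (1.25 mM) stimulation; lower signal means less secretion.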
ATXN2 expr inh: inhibitors of ATXN2 expression; AID 1745845; HEK-293 ATXN2-luciferase reporter, luminescence, 24 h; Potency, µM (series often up to 57 µM), for inactives: at the top dose activity change, negative = inhibition, most hits filed as inhibitors; 360,000 compounds, 0.72% hits; also: potency is read from the fitted curve at half-maximal effect; % is scaled to controls: 0 for no effect and ±100 for the full control effect; nearly all actives have a fitted effect of over 55% in size
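qHTS (up to 57 uM final) was run with 24 h compound exposure of reporter cells at 37 °C. Each well was multiplexed: SteadyGlo luminescence measured ATXN2-luciferase expression after a fluorogenic Gly-Phe-AFC viability readout (25 uM final).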
MCF10A rereplic: inducers of DNA re-replication in MCF 10A breast cells; MCF 10A DNA re-replication, Hoechst nuclear intensity, 48 h; 350,000 compounds, 2.9% hits; Potency, µM (top dose mostly 46.1 µM), inactives show at the top dose activity, positive = re-replication, actives largely listed as activators; AID 624296; also: potency is read from the fitted curve at half-maximal effect; % of control where 0% means no effect; nearly all actives have a fitted effect of over 50% in size
SW480 rereplic: induces DNA re-replication in SW480 colon adenocarcinoma cells. SW480 DNA re-replication, Hoechst DNA content imaging, 48 h. Potency, µM (highest dose often 46.1 µM), for the others: top-dose re-replication activation, actives largely listed as activators. 340,000 compounds, 1.8% hits. AID 624297; also: potency is read from the fitted curve at half-maximal effect; % of control where 0% means no effect; nearly all actives have a fitted effect of over 55% in size
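Quantitative HTS format with DMSO vehicle controls; 48 hr drug incubation at 37 C, then 40 min Hoechst staining and scanning imager measurement at 405 nm excitation.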
Numbers without * were called inactive; [ ] = another dose, or the depositor's remark. Unless noted, calls follow the shape of the dose curve; as a rule, active = well fitted curve in the direction sought with a large enough effect; inconclusive = small, poorly fitted or top-dose-only effect, or another doubt; inactive = no such curve, though single readings can be large; an effect the other way counts as inactive or inconclusive.

Screening CCCCn1c(N)c(N(CCOC)C(=O)c2cc(S(=O)(=O)N3CCOCC3)ccc2F)c(=O)[nH]c1=O returned KB-V1 MDR tox inconclusive, HT1080-NT tox 5.2%, ATXN viability inactive, KB-3-1 tox -2.0%, HT1080 IDH1KD tx 9.6%, IL-1B inflam inh 2.1, ATXN2 expr inh 3.5%, MCF10A rereplic -1.4% and SW480 rereplic -4.1%.
Screening COc1ccc(C)cc1NC(=O)C(OC(=O)c1cnccn1)c1ccccc1 (stereo unspecified) returned KB-V1 MDR tox -8.3%, HT1080-NT tox 4.7%, ATXN viability inconclusive, KB-3-1 tox 5.8%, HT1080 IDH1KD tx 0.6%, IL-1B inflam inh -15.9, ATXN2 expr inh -7.1%, MCF10A rereplic -3.1% and SW480 rereplic 0.5%.
`CCCCCC(=O)O/N=C(\C)c1ccn(S(=O)(=O)c2ccccc2)c1` gave KB-V1 MDR tox -3.1%, HT1080-NT tox -7.9%, ATXN viability inactive, KB-3-1 tox 2.6%, HT1080 IDH1KD tx -13.8%, IL-1B inflam inh 1.2, ATXN2 expr inh -7.0%, MCF10A rereplic 12.4% and SW480 rereplic -4.3%.
For O=C(NCCc1ccccc1)/C(=C\c1ccc([N+](=O)[O-])cc1)NC(=O)c1ccccc1 the results were KB-V1 MDR tox 15.0%, HT1080-NT tox -16.0%, ATXN viability inactive, KB-3-1 tox 1.0%, HT1080 IDH1KD tx -13.9%, IL-1B inflam inh 4.2, ATXN2 expr inh 10.1%, MCF10A rereplic 17.2% and SW480 rereplic 1.5%.
Screening C[C@@H]1CCCCO[C@@H](CN(C)S(=O)(=O)c2ccc(Cl)cc2)[C@@H](C)CN([C@H](C)CO)C(=O)c2cc(N(C)C)ccc2O1 returned KB-V1 MDR tox 11.9%, HT1080-NT tox 5.6%, ATXN viability inactive, KB-3-1 tox 2.0%, HT1080 IDH1KD tx -0.3%, IL-1B inflam inh 2.1 and ATXN2 expr inh 2.4%.
CC(c1ccccc1)n1cc(C(=O)NCc2cccnc2)nn1 (stereo unspecified) was read as KB-V1 MDR tox -13.2%, HT1080-NT tox -5.6%, ATXN viability inactive, KB-3-1 tox 0.0%, HT1080 IDH1KD tx -1.1%, IL-1B inflam inh -22.1, ATXN2 expr inh 0.5%, MCF10A rereplic 6.6% and SW480 rereplic -2.1%.
For O=C1c2ccccc2C(=O)N1CCCc1nc(-c2ccc(Cl)cc2)no1 the results were KB-V1 MDR tox 2.9%, HT1080-NT tox -1.5%, ATXN viability inactive, KB-3-1 tox 24.2%, HT1080 IDH1KD tx -2.5%, IL-1B inflam inh 24.9, ATXN2 expr inh 3.8%, MCF10A rereplic 2.5% and SW480 rereplic -16.1%.
For CCSc1cnc(-c2ccccc2)n1CC the results were KB-V1 MDR tox -5.8%, HT1080-NT tox 7.5%, ATXN viability inactive, KB-3-1 tox 3.3%, HT1080 IDH1KD tx 5.9%, IL-1B inflam inh -14.6, ATXN2 expr inh 5.9%, MCF10A rereplic inconclusive and SW480 rereplic 1.0%.
For OCC1(Cc2ccccc2)CCCN(Cc2cn[nH]c2-c2ccccc2)C1 (stereo unspecified) the results were KB-V1 MDR tox -26.3%, HT1080-NT tox -11.3%, ATXN viability inactive, KB-3-1 tox -1.2%, HT1080 IDH1KD tx -4.9%, IL-1B inflam inh 3.5, ATXN2 expr inh -21.6%, MCF10A rereplic -3.6% and SW480 rereplic -2.2%.
CC(C)=CC1C(C(=O)Nc2ccc(S(=O)(=O)N3CCOCC3)cc2)C1(C)C (stereo unspecified) was read as KB-V1 MDR tox -29.4%, HT1080-NT tox -25.0%, ATXN viability inactive, KB-3-1 tox -7.9%, HT1080 IDH1KD tx -17.9%, IL-1B inflam inh -64.2*, ATXN2 expr inh -22.5%, MCF10A rereplic inconclusive and SW480 rereplic -441.3%[inhibitor].
Screening COc1ccc(NC(=O)CSc2nnc(Cc3cccn3C)n2-c2ccc(F)cc2)cc1 returned KB-V1 MDR tox -2.7%, HT1080-NT tox 2.4%, ATXN viability inactive, KB-3-1 tox 0.3%, HT1080 IDH1KD tx 4.9%, IL-1B inflam inh 24.7, ATXN2 expr inh 7.4%, MCF10A rereplic -3.4% and SW480 rereplic 3.7%.
COc1cc(-c2nccc3cc4c(cc23)OCO4)cc(OC)c1OC was read as KB-V1 MDR tox 5.17µM*, HT1080-NT tox inconclusive, ATXN viability inconclusive, KB-3-1 tox 4.11µM*, HT1080 IDH1KD tx 4.61µM*, IL-1B inflam inh 20.9, ATXN2 expr inh -23.4%, MCF10A rereplic 14.6µM* and SW480 rereplic 5.8µM*.
For Cc1cc2ncn(-c3ncnc4sc(C)c(C)c34)c2cc1C the results were KB-V1 MDR tox -21.4%, HT1080-NT tox -3.3%, ATXN viability inconclusive, KB-3-1 tox -6.1%, HT1080 IDH1KD tx -4.1%, IL-1B inflam inh 1.0, ATXN2 expr inh -3.2%, MCF10A rereplic -3.1% and SW480 rereplic -2.6%.
For CCN1CCN(S(=O)(=O)c2cc(OC)c(Cl)cc2OC)CC1 the results were KB-V1 MDR tox -19.9%, HT1080-NT tox 6.8%, ATXN viability inactive, KB-3-1 tox -7.5%, HT1080 IDH1KD tx -14.9%, IL-1B inflam inh -8.1, ATXN2 expr inh 1.8%, MCF10A rereplic 0.6% and SW480 rereplic -10.9%.
Screening Fc1cccc(/C=N/Nc2nncc3ccccc23)c1 returned KB-V1 MDR tox -14.5%, HT1080-NT tox -23.2%, ATXN viability inconclusive, KB-3-1 tox -15.9%, HT1080 IDH1KD tx -1.0%, IL-1B inflam inh -5.9, MCF10A rereplic -0.6% and SW480 rereplic -59.2%.
For O=C(O)CCc1ccc(-c2ccc(F)cc2)n1CCC(=O)O the results were KB-V1 MDR tox 2.6%, HT1080-NT tox 7.9%, ATXN viability inactive, KB-3-1 tox 3.8%, HT1080 IDH1KD tx 0.0%, IL-1B inflam inh 14.3, ATXN2 expr inh 7.9%, MCF10A rereplic 22.3% and SW480 rereplic 1.1%.
For CC1CCN(C(=O)CN(c2cccc(F)c2)S(C)(=O)=O)CC1 the results were KB-V1 MDR tox -13.1%, HT1080-NT tox 8.8%, ATXN viability inactive, KB-3-1 tox 0.3%, HT1080 IDH1KD tx 11.3%, IL-1B inflam inh 1.4, ATXN2 expr inh 1.2%, MCF10A rereplic inconclusive and SW480 rereplic -66.7%[inhibitor].
Screening CCC(C(=O)OCC(=O)Nc1cc(C)ccc1OC)c1ccccc1 (stereo unspecified) returned KB-V1 MDR tox 14.4%, HT1080-NT tox -6.8%, ATXN viability inactive, KB-3-1 tox 14.4%, HT1080 IDH1KD tx -0.4%, IL-1B inflam inh 3.3, ATXN2 expr inh 5.6%, MCF10A rereplic 11.9% and SW480 rereplic -1.8%.
For Cc1ccc2c(c1)N(C(C)C(=O)NCc1ccc3c(c1)OCO3)C(=O)CO2 (stereo unspecified) the results were KB-V1 MDR tox 3.9%, HT1080-NT tox -1.0%, ATXN viability inactive, KB-3-1 tox 0.0%, HT1080 IDH1KD tx 5.8%, IL-1B inflam inh 5.5, ATXN2 expr inh 9.9%, MCF10A rereplic -1.8% and SW480 rereplic -3.2%.
Cc1nnc2c3ccccc3c(Cl)nn12 was read as KB-V1 MDR tox -16.7%, HT1080-NT tox inconclusive, ATXN viability inactive, KB-3-1 tox -16.2%, HT1080 IDH1KD tx 0.1%, IL-1B inflam inh inconclusive, ATXN2 expr inh -8.5%[11.3 µM], MCF10A rereplic 1.9% and SW480 rereplic 5.7%.

Two compounds drawn at random from the list so far, as already listed:
Screening COc1ccc(C)cc1NC(=O)C(OC(=O)c1cnccn1)c1ccccc1 (stereo unspecified) returned KB-V1 MDR tox -8.3%, HT1080-NT tox 4.7%, ATXN viability inconclusive, KB-3-1 tox 5.8%, HT1080 IDH1KD tx 0.6%, IL-1B inflam inh -15.9, ATXN2 expr inh -7.1%, MCF10A rereplic -3.1% and SW480 rereplic 0.5%.
For CCN1CCN(S(=O)(=O)c2cc(OC)c(Cl)cc2OC)CC1 the results were KB-V1 MDR tox -19.9%, HT1080-NT tox 6.8%, ATXN viability inactive, KB-3-1 tox -7.5%, HT1080 IDH1KD tx -14.9%, IL-1B inflam inh -8.1, ATXN2 expr inh 1.8%, MCF10A rereplic 0.6% and SW480 rereplic -10.9%.

Later entries
COCCNC(=S)N1CCC(C(=O)c2ccc(Cl)cc2)CC1 was read as KB-V1 MDR tox -19.1%, HT1080-NT tox -1.0%, ATXN viability inactive, KB-3-1 tox -16.6%, HT1080 IDH1KD tx -1.9% and IL-1B inflam inh 15.5.
For CCN(CC)CCCNC(=O)c1cn(CC)c2cc(N3CCN(C(=O)c4ccco4)CC3)c(F)cc2c1=O the results were KB-V1 MDR tox 5.8%, HT1080-NT tox 4.4%, ATXN viability inactive, KB-3-1 tox -21.5%, HT1080 IDH1KD tx 9.1%, IL-1B inflam inh -5.3, ATXN2 expr inh -10.1%, MCF10A rereplic 14.9% and SW480 rereplic 17.2%.
For C=CC[C@@H](CC(=O)N[C@@H](CO)Cc1ccccc1)C(=O)NC[C@@H](OC(=O)[C@@H](CC=C)CC(=O)OC(C)(C)C)c1ccccc1 the results were KB-V1 MDR tox -17.2%, HT1080-NT tox -1.8%, ATXN viability inactive, KB-3-1 tox 3.1%, HT1080 IDH1KD tx -5.9%, IL-1B inflam inh -9.9, ATXN2 expr inh inconclusive, MCF10A rereplic inconclusive and SW480 rereplic inconclusive.
Screening CCC(=O)N1CCc2cc(Br)c(S(=O)(=O)NCCN3CCCCC3CC)cc21 (stereo unspecified) returned KB-V1 MDR tox 10.3µM*, HT1080-NT tox 2.4%, ATXN viability inactive, KB-3-1 tox 4.7%, HT1080 IDH1KD tx 5.5%, IL-1B inflam inh -5.2, ATXN2 expr inh 0.4%, MCF10A rereplic 0.0% and SW480 rereplic -2.4%.
CCCCNC(=O)Nc1ccccn1 was read as KB-V1 MDR tox -1.1%, HT1080-NT tox 10.8%, ATXN viability inactive, KB-3-1 tox -5.2%, HT1080 IDH1KD tx 7.4%, IL-1B inflam inh -2.0, ATXN2 expr inh 4.5%, MCF10A rereplic -0.3% and SW480 rereplic -1.5%.
